TcdB inh: inhibitors of Clostridioides difficile toxin B glycohydrolase; P18177; TcdB glycohydrolase enzymatic assay, plate reader; inhibition, % at 9.99 µM; 350,000 tested, 0.24% active; in the data active means inhibition above about 10%
Target sequence (P18177 whole entry, looked up): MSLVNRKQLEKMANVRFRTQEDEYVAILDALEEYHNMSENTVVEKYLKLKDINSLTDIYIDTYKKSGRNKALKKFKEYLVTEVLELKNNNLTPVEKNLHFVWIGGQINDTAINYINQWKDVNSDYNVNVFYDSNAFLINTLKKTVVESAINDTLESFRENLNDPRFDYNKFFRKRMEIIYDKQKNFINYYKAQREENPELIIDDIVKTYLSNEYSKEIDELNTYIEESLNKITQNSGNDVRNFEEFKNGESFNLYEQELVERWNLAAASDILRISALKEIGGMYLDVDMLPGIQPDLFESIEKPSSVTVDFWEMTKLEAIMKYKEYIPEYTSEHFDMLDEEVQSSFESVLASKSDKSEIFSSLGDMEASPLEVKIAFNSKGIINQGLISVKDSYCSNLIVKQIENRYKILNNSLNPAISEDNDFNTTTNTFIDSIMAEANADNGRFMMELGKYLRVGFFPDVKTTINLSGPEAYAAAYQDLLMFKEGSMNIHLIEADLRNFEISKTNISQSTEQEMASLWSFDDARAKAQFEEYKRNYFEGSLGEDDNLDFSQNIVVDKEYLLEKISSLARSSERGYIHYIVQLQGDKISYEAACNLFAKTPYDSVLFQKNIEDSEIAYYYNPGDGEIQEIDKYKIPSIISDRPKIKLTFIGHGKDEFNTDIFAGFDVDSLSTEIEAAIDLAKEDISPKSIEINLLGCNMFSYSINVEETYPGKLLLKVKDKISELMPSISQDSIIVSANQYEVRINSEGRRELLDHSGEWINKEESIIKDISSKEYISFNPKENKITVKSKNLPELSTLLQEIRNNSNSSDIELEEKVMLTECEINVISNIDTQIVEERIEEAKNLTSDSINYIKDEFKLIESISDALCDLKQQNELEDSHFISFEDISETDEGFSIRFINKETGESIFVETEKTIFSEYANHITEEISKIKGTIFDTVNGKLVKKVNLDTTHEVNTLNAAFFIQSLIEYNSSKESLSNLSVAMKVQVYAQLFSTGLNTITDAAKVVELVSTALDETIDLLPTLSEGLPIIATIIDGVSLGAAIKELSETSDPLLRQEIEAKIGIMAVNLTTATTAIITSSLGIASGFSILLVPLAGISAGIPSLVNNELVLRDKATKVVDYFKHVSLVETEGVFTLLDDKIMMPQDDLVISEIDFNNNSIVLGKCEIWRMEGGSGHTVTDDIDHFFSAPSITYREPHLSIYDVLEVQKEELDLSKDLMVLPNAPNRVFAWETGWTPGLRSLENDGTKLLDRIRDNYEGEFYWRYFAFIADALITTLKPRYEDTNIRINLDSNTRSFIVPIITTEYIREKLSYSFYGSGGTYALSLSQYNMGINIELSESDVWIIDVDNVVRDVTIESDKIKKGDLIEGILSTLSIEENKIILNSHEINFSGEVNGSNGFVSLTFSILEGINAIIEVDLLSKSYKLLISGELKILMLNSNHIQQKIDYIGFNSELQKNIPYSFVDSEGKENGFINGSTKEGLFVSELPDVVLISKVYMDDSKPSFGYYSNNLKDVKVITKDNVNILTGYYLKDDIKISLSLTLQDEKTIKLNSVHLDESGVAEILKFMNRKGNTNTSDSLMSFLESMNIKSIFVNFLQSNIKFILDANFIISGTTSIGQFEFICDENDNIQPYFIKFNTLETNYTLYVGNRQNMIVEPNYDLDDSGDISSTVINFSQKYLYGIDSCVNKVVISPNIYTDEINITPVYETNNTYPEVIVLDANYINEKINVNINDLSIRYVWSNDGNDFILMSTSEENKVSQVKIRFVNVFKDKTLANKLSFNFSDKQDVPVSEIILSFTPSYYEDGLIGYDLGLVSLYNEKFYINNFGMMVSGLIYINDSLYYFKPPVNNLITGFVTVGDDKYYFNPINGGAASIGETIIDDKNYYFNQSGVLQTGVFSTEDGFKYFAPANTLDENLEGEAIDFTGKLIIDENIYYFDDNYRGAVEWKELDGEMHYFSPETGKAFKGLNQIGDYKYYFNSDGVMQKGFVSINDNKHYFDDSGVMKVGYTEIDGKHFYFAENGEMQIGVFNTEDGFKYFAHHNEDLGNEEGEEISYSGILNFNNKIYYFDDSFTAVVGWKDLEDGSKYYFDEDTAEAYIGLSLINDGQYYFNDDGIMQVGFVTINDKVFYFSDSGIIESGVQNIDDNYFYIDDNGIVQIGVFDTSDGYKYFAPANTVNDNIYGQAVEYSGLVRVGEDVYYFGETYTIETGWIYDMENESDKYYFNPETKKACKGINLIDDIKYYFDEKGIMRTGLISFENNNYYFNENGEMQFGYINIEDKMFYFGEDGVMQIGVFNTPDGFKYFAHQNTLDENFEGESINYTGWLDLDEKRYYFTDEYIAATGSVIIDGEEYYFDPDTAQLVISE
An asterisk follows results filed as active; & = joins results of further samples. A portion of the library. The share of hits here may be higher or lower than overall.

C[C@@H]1CCCCO[C@@H](CN(C)S(=O)(=O)c2ccc(Cl)cc2)[C@H](C)CN([C@H](C)CO)C(=O)c2cc(NC(=O)C3CCCCC3)ccc2O1
  TcdB inh: -0.1

COc1ccccc1-c1ccc2c(c1)O[C@@H](CN(C)C(C)=O)[C@H](C)CN([C@H](C)CO)S2(=O)=O
  TcdB inh: 1.8

Cc1noc(C)c1NC(=O)N[C@@H]1CC[C@H](CCNC(=O)C2CCCC2)O[C@@H]1CO
  TcdB inh: -0.5

O=C(c1ccc2c(c1)OCO2)N1C[C@@H]2[C@H](c3ccccc31)[C@H](CO)N2CC1CCCC1
  TcdB inh: 0.8

C[C@@H]1CN([C@H](C)CO)C(=O)c2cc(C#Cc3ccncc3)cnc2O[C@H]1CN(C)CC1CCCC1
  TcdB inh: -1.1

C[C@H]1CCCCO[C@H](CN(C)Cc2ccc(C(=O)O)cc2)[C@@H](C)CN([C@@H](C)CO)C(=O)c2cc(NC(=O)c3ccncc3)ccc2O1
  TcdB inh: -0.7

COc1cccc(CNC(=O)c2cc3c(c(-c4cccc(-c5cccc(C#N)c5)c4)n2)[C@H](CCO)N([S@@](=O)C(C)(C)C)C3)c1
  TcdB inh: 0.8

C[C@@H]1CN([C@H](C)CO)C(=O)c2cccc(NC(=O)C3CCCCC3)c2O[C@H]1CN(C)S(=O)(=O)c1ccc(Cl)cc1
  TcdB inh: 1.0

CN1CCN(C(=O)C[C@H]2C=C[C@@H](NS(=O)(=O)c3cccc(F)c3)[C@H](CO)O2)CC1
  TcdB inh: 1.5

CC=Cc1ccc2n(c1=O)C[C@@H]1[C@@H](CO)[C@H](C(=O)NCC3CC3)[C@H]2N1CC1CCOCC1 (mixture of isomers)
  TcdB inh: 0.5

CC(C)CC#Cc1cnc2c(c1)C(=O)N([C@@H](C)CO)C[C@H](C)[C@@H](CN(C)C(=O)c1ccc(F)cc1)O2
  TcdB inh: 0.4

C[C@@H]1CN([C@@H](C)CO)S(=O)(=O)c2ccc(C#CC3(O)CCCC3)cc2O[C@@H]1CN(C)C(=O)c1ccncc1
  TcdB inh: -0.1

CC(C)NC(=O)N(C)C[C@@H]1Oc2ncc(-c3ccc(C(=O)N(C)C)cc3)cc2C(=O)N([C@H](C)CO)C[C@H]1C
  TcdB inh: -0.9

CC(C)NC(=O)Nc1ccc2c(c1)C(=O)N([C@@H](C)CO)C[C@@H](C)[C@H](CN(C)C)O2
  TcdB inh: -0.3

Cc1cccc(S(=O)(=O)N2C[C@H](O)COC[C@@H]3O[C@@H](CC(=O)N4CCN(C)CC4)CC[C@H]32)c1
  TcdB inh: 0.2

O=C(C1CCCC1)N1CC2(C1)[C@@H](c1ccccc1)[C@@H](CO)N2CC1CCCC1
  TcdB inh: -9.5

CCCN(C)C[C@H]1Oc2cc(-c3ccccc3F)ccc2S(=O)(=O)N([C@@H](C)CO)C[C@H]1C
  TcdB inh: -2.6

C[C@@H]1CN([C@H](C)CO)C(=O)c2cc(NC(=O)Nc3ccc(F)cc3)ccc2O[C@@H](C)CCCCO[C@@H]1CN(C)Cc1ccc(C(=O)O)cc1
  TcdB inh: -1.7

C[C@@H]1CN([C@@H](C)CO)C(=O)c2cc(NC(=O)Nc3ccccc3)ccc2O[C@@H](C)CCCCO[C@H]1CN(C)Cc1ccncc1
  TcdB inh: -0.5

CN(C)CC(=O)N[C@@H]1CC[C@H](CCn2cc(CN(C)C)nn2)O[C@@H]1CO
  TcdB inh: -0.2

OC[C@@H]1[C@H](c2ccc(C3=CCCC3)cc2)[C@H]2CN(CCC(F)(F)F)CCCCN12
  TcdB inh: 0.0

C[C@@H]1CN([C@H](C)CO)C(=O)c2cccc(NC(=O)Nc3ccccc3)c2O[C@@H]1CN(C)Cc1ccc(-c2ccccc2)cc1
  TcdB inh: 0.1

CCCNC(=O)Nc1ccc2c(c1)C(=O)N(C)[C@@H]1CC[C@@H](CC(=O)OC)O[C@H]1CO2
  TcdB inh: 1.0

CO[C@H]1CN(C)C(=O)c2cc(NC(=O)C3CC3)ccc2OC[C@H](C)N(Cc2ccccc2)C[C@@H]1C
  TcdB inh: 0.3

CN1C(=O)c2cc(NC(=O)C3CC3)ccc2OC[C@H]2O[C@@H](CC(=O)O)CC[C@@H]21
  TcdB inh: -2.7

Cc1noc(C)c1NC(=O)N(C)C[C@H]1Oc2c(NC(=O)c3cnccn3)cccc2C(=O)N([C@@H](C)CO)C[C@H]1C
  TcdB inh: 0.6

CC(C)NC(=O)N(C)C[C@@H]1OCCCC[C@@H](C)Oc2ccc(NS(=O)(=O)c3ccc(F)cc3)cc2C(=O)N([C@H](C)CO)C[C@@H]1C
  TcdB inh: 0.2

O=C(C[C@H]1CC[C@@H](NC(=O)Nc2ccc(F)cc2)[C@@H](CO)O1)NCc1ccccn1
  TcdB inh: 0.2

O=C(N[C@@H]1C=C[C@H](CC(=O)N2CCc3ccccc3C2)O[C@H]1CO)C1CCC1
  TcdB inh: -0.9

Cc1noc(C)c1S(=O)(=O)Nc1ccc2c(c1)CC(=O)N([C@@H](C)CO)C[C@H](C)[C@H](CN(C)Cc1ccc(-c3ccccc3)cc1)O2
  TcdB inh: 1.3

C/C=C/c1ccccc1[C@@H]1[C@H](C#N)N(c2ncc(CC)s2)[C@H]1CO
  TcdB inh: 0.8

C[C@@H]1CN([C@@H](C)CO)C(=O)c2cc(-c3ccccc3)cnc2O[C@H]1CN(C)C(=O)Cc1ccccc1
  TcdB inh: 0.9

O=C(CC1CC1)N1CC(=O)N2[C@H](CO)[C@@H](c3ccc(C#Cc4ccccc4)cc3)[C@H]2C1
  TcdB inh: 0.5

COc1ccc2c3c(n(C)c2c1)[C@H](CO)N(C(=O)Cc1ccccn1)CC31CN(C)C1
  TcdB inh: -0.3

CC(C)C#Cc1cnc2c(c1)C(=O)N([C@@H](C)CO)C[C@H](C)[C@@H](CN(C)C(=O)Nc1cc(F)ccc1F)O2
  TcdB inh: 1.5

C[C@@H]1CCCCO[C@@H](CN(C)C(=O)NC2CCCCC2)[C@@H](C)CN([C@@H](C)CO)C(=O)c2cc(NC(=O)Nc3ccc(F)cc3)ccc2O1
  TcdB inh: -0.9

O=C(C[C@@H]1CC[C@@H]2NC[C@@H](O)COC[C@H]2O1)NC1Cc2ccccc2C1
  TcdB inh: -0.3

O=C1CNC[C@H]2[C@@H](c3ccc(Br)cc3)[C@@H](CO)N12
  TcdB inh: -1.8

C[C@@H]1CN([C@H](C)CO)C(=O)Cc2cc(NC(=O)C3CC3)ccc2O[C@@H]1CN(C)Cc1ccc2c(c1)OCO2
  TcdB inh: -2.1

COc1ccc(S(=O)(=O)N(C)C[C@H]2Oc3ccc(NC(=O)CCN4CCOCC4)cc3C(=O)N([C@@H](C)CO)C[C@@H]2C)cc1
  TcdB inh: 0.6

COc1ccccc1-c1cnc2c(c1)C(=O)N([C@H](C)CO)C[C@@H](C)[C@H](CN(C)Cc1ccccc1)O2
  TcdB inh: -0.3

Cc1ccc(S(=O)(=O)N(C)C[C@H]2OCCCC[C@@H](C)Oc3ccc(NS(C)(=O)=O)cc3C(=O)N([C@H](C)CO)C[C@@H]2C)cc1
  TcdB inh: -0.1

N#C[C@@H]1[C@H](c2ccccc2)[C@H](CO)N1C(=O)CCN1CCCCC1
  TcdB inh: -0.4

O=C([C@@H]1[C@@H](CO)[C@@H]2Cn3c(cccc3=O)[C@H]1N2S(=O)(=O)c1ccccc1F)N1CCCCC1
  TcdB inh: 0.2

CO[C@@H]1CN(C)C(=O)c2cc(NC(C)=O)ccc2OC[C@@H](C)N(Cc2ccncc2)C[C@@H]1C
  TcdB inh: -0.5

O=C(NCCCN1CCOCC1)[C@@H]1N[C@@H]2c3ccc(C4=CCCCC4)c(=O)n3C[C@@H]2[C@H]1CO
  TcdB inh: -0.4

CO[C@H]1CN(C)C(=O)c2cc(NC(=O)Nc3ccc(C(F)(F)F)cc3)ccc2OC[C@@H](C)NC[C@H]1C
  TcdB inh: 1.2

COc1ccccc1NC(=O)N(C)C[C@H]1OCc2ccccc2-c2c(n(C)c3ccccc23)C(=O)N([C@@H](C)CO)C[C@H]1C
  TcdB inh: -0.2

C/C=C/c1cnc2c(c1)C(=O)N([C@H](C)CO)C[C@H](C)[C@H](CN(C)S(=O)(=O)c1ccccc1F)O2
  TcdB inh: -1.4

CCC(=O)N1C[C@@H](C)[C@@H](OC)CN(C)C(=O)c2ccc(NC(=O)Nc3cccc(F)c3)cc2OC[C@H]1C
  TcdB inh: 0.9

N#Cc1cccc(-c2ccc(C3[C@H]4CNC[C@@H]3N4Cc3cccc(F)c3)cc2)c1 (stereo partly specified)
  TcdB inh: 0.0&-0.6

O=C(C1CCCCC1)N1CC(=O)N2[C@@H](CO)[C@H](c3ccc(C#CCc4ccccc4)cc3)[C@@H]2C1
  TcdB inh: 0.0

COc1ccc(CN(C)C[C@@H]2OCCCC[C@@H](C)Oc3ccc(NC(=O)C4CCCCC4)cc3C(=O)N([C@@H](C)CO)C[C@@H]2C)cc1
  TcdB inh: -0.8

Cc1ccc(S(=O)(=O)Nc2ccc3c(c2)C(=O)N([C@H](C)CO)C[C@@H](C)[C@H](CN(C)Cc2ccccc2)O3)cc1
  TcdB inh: 0.6

COc1ccccc1NC(=O)N[C@H]1CC[C@H](CC(=O)N[C@H](C)c2ccccc2)O[C@@H]1CO
  TcdB inh: -0.3

CCc1cnc(N2[C@H](CO)[C@H](c3ccc(C4=CCCCC4)cc3)[C@@H]2C#N)s1
  TcdB inh: -0.3

CN1c2ccc(C#Cc3cccnc3)cc2[C@H]2[C@H](CCN2C(=O)C2CC2)[C@@H]1CO
  TcdB inh: -6.2

CO[C@@H](CN(C)S(=O)(=O)c1ccc(Cl)cc1)[C@@H](C)CN([C@@H](C)CO)S(=O)(=O)c1cccc(Cl)c1
  TcdB inh: -0.5

C[C@H]1CCCCO[C@@H](CN(C)S(=O)(=O)c2cn(C)cn2)[C@@H](C)CN([C@@H](C)CO)C(=O)c2cc(NS(=O)(=O)c3cn(C)cn3)ccc2O1
  TcdB inh: -5.8

COc1ccc2c3c(n(C)c2c1)[C@H](CO)N(S(C)(=O)=O)CC31CN(C(=O)C2CCC2)C1
  TcdB inh: 0.7

Molecules above that have a cyano group (5):
COc1cccc(CNC(=O)c2cc3c(c(-c4cccc(-c5cccc(C#N)c5)c4)n2)[C@H](CCO)N([S@@](=O)C(C)(C)C)C3)c1
  TcdB inh: 0.8

C/C=C/c1ccccc1[C@@H]1[C@H](C#N)N(c2ncc(CC)s2)[C@H]1CO
  TcdB inh: 0.8

N#C[C@@H]1[C@H](c2ccccc2)[C@H](CO)N1C(=O)CCN1CCCCC1
  TcdB inh: -0.4

N#Cc1cccc(-c2ccc(C3[C@H]4CNC[C@@H]3N4Cc3cccc(F)c3)cc2)c1 (stereo partly specified)
  TcdB inh: 0.0&-0.6

CCc1cnc(N2[C@H](CO)[C@H](c3ccc(C4=CCCCC4)cc3)[C@@H]2C#N)s1
  TcdB inh: -0.3

Next compounds.
CCCC#Cc1ccc2c(c1)O[C@@H](CN(C)Cc1cncnc1)[C@@H](C)CN([C@H](C)CO)S2(=O)=O
  TcdB inh: -0.2

C[C@H]1CN([C@@H](C)CO)C(=O)c2cccc(NC(=O)Nc3ccc4c(c3)OCO4)c2O[C@H]1CN(C)Cc1ccc2c(c1)OCO2
  TcdB inh: -0.7

C/C=C/c1ccc([C@@H]2[C@H](CO)N(CC3CC3)C23CN(S(=O)(=O)CC)C3)cc1
  TcdB inh: -0.5

CC(C)NC(=O)Nc1ccc2c(c1)CC(=O)N([C@@H](C)CO)C[C@@H](C)[C@@H](CN(C)C(=O)Nc1cccc3ccccc13)O2
  TcdB inh: 0.0

N#C[C@H]1[C@H](c2ccc(C#CC3CC3)cc2)[C@H](CO)N1S(=O)(=O)c1ccccc1
  TcdB inh: -1.5

C[C@@H]1CN([C@@H](C)CO)C(=O)c2cc(C3=CCCCC3)cnc2O[C@H]1CN(C)C(=O)Cc1ccccc1
  TcdB inh: 0.8

C[C@@H]1CN([C@@H](C)CO)C(=O)c2cc(NC(=O)CCC(F)(F)F)ccc2O[C@@H](C)CCCCO[C@H]1CN(C)C(=O)Nc1ccc(C(F)(F)F)cc1
  TcdB inh: -0.6

CC(C)C#Cc1ccc([C@H]2[C@@H](CO)N3C(=O)CN(S(=O)(=O)c4ccccc4)C[C@@H]23)cc1
  TcdB inh: 0.4

C[C@H]1CN([C@@H](C)CO)C(=O)c2cc(NC(=O)Cc3cn(C)c4ccccc34)ccc2O[C@H]1CN(C)S(=O)(=O)c1cccs1
  TcdB inh: 0.2

COc1ccc(NC(=O)N[C@H]2CC[C@@H](CC(=O)NC3CCCCC3)O[C@@H]2CO)cc1
  TcdB inh: -0.3

O=C(C[C@H]1C[C@H]2c3cc(NC(=O)CC4CC4)ccc3O[C@H]2[C@@H](CO)O1)NCc1cccc(F)c1
  TcdB inh: -0.8

C[C@@H]1CN([C@@H](C)CO)C(=O)Cc2cc(NS(=O)(=O)c3ccc(Cl)cc3)ccc2O[C@@H]1CN(C)S(=O)(=O)c1cccs1
  TcdB inh: 0.9

C[C@@H]1CN([C@@H](C)CO)S(=O)(=O)c2ccc(C#Cc3ccc(F)cc3)cc2O[C@H]1CN(C)C(=O)c1ccccn1
  TcdB inh: 1.2

CC(C)NC(=O)Nc1ccc2c(c1)C(=O)N([C@H](C)CO)C[C@H](C)[C@H](CN(C)CC1CCCCC1)OCCCC[C@@H](C)O2
  TcdB inh: 0.7

COCCNC(=O)C[C@@H]1C[C@@H]2c3cc(NC(=O)Nc4ccc(OC)cc4)ccc3O[C@@H]2[C@H](CO)O1
  TcdB inh: 0.1

CN(C)CCCCCCNC(=O)[C@@H]1C[C@@H]2C(=O)N3CCC[C@H]3C(=O)N2[C@@H]1c1ccc(O)cc1
  TcdB inh: -8.2

CC(=O)N(C[C@H]1N[C@H](CO)[C@@H]1c1ccc(-c2ccccc2)cc1)C(C)C
  TcdB inh: 2.0

COc1ccc(S(=O)(=O)Nc2ccc3c(c2)CC(=O)N([C@H](C)CO)C[C@@H](C)[C@H](CN(C)S(=O)(=O)c2ccc(Cl)cc2)O3)cc1
  TcdB inh: 1.9

Cc1ccc(S(=O)(=O)N(C)C[C@@H]2Oc3ccc(NC(=O)C4CC4)cc3CC(=O)N([C@@H](C)CO)C[C@H]2C)cc1
  TcdB inh: -18

C[C@H](CO)N1C[C@H](C)[C@H](CN(C)S(=O)(=O)c2cccs2)Oc2ccc(NC(=O)CCN3CCOCC3)cc2C1=O
  TcdB inh: 0.7

O=S(=O)(N[C@H]1CC[C@@H](CCn2cc(Cc3ccccc3)nn2)O[C@@H]1CO)c1ccccc1F
  TcdB inh: -0.1
